Tau fluor counter = counter-screen for tau fibril formation inhibitors; AID 1463; tau K18 P301L Alexa594 fluorescence, heparin fibrillization; 280,000 compounds, 0.93% hits; Potency, µM (top dose mostly 57.7 µM), without a hit: at the top dose activity change, negative = decrease; further: on the % scale 0 is the no-effect control and ±100 the full control effect; nearly all actives have a fitted effect of over 55% in size
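Human tau K18 P301L (15 uM unlabeled, 0.24 uM Alexa 594-labeled) in 100 mM sodium acetate pH 7 with 20 uM heparin, 6 hr at 37 C. ThT 30 uM added, 1 hr ambient; Alexa 594 FP and total fluorescence read at 555/632 nm.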
SMN2 splice up = enhancers of SMN2 splice variant expression; HEK293 SMN2-luciferase splicing reporter, luminescence, 30-36 h; Potency, µM (highest dose often 46.1 µM), for the others: at the top dose activity change, positive = activation, usual class: activators; 210,000 compounds, 2.8% hits; AID 1458; further: % of control where 0% means no effect; nearly all actives have a fitted effect of over 55% in size
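HEK293 cells carry an SMN2 minigene-luciferase reporter in which exon 7 inclusion puts luciferase in frame. Cells were seeded at 2000 cells/well, attached for 10-12 hours, then exposed to compounds for 30-36 hours at 37C before ONE-Glo luminescence.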
JMJD2E inh = inhibitors of human JMJD2E histone demethylase. B2RXH2. JMJD2E catalytic domain, FDH-coupled NADH fluorescence (FDH is formaldehyde dehydrogenase). Potency, µM (titrated, usually from 57.1 µM), inactives show at the top dose activity change, negative = inhibition, usual class: inhibitors. 230,000 compounds, 1.6% hits. AID 2147; active means well fitted inhibition curve with a large enough effect, not every such curve was filed as active; inconclusive means small, poorly fitted or top-dose-only effect, or another doubt; inactive means no such curve, though single readings can be large or run the other way;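 further: 0% = wells with enzyme and -100% = buffer wells without enzyme; nearly all actives have a fitted effect of over 50% in size; many of its hits are not listed in these tables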
Target sequence (B2RXH2 1-337 limits assumed): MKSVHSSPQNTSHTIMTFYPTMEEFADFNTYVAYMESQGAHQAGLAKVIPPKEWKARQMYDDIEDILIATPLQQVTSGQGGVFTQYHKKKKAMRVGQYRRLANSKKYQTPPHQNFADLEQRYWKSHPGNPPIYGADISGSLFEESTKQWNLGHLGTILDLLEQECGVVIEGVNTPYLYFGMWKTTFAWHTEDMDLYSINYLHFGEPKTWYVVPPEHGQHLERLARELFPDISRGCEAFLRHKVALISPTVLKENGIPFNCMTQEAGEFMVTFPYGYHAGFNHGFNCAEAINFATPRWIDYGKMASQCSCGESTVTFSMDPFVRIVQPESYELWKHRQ
HttQ103 aggreg = reduces HttQ103-GFP aggregates in PC12 cells | 220,000 compounds, 1.1% hits | PC12 HttQ103-GFP aggregates, Acumen cytometry, 40 h | Potency, µM (highest dose often 46.1 µM), without a hit: at the highest dose activity change, negative = inhibition, most hits filed as inhibitors; further: on the % scale 0 is the no-effect control and ±100 the full control effect; nearly all actives have a fitted effect of over 60% in size
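Using laser scanning cytometry, GFP-positive aggregates were counted after lysis of PC12 cells induced with 100 nM tebufenozide to express HTT exon 1 Q103–GFP. Compounds were tested in titration.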
HTT ATP protect = cytoprotection in Huntington HTT-Q103 PC12 cell model. PC12 HTT-Q103 induced, cytoprotection, ATP luminescence, 40 h. Potency, µM (highest dose often 56.4 µM), without a hit: cytoprotection (ATP increase), usual class: activators. 230,000 compounds, 0.14% hits. AID 1471;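 further: % of control where 0% means no effect; nearly all actives have a fitted effect of over 45% in size; toxic huntingtin expression switched on by the ecdysone agonist tebufenozide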
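Cells were plated at 1500 per well in phenol red-free DMEM with 5% equine and 5% calf serum. Tebufenozide (100 nM final) and compounds were added, then ATPlite reagent, and luminescence was read.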
Tau fibril FP = tau fibrillization inhibition (FP). K18 P301L tau heparin fibrillization, Alexa594 FP, 6 h. Potency, µM (top dose mostly 57.7 µM), inactives show top-dose activity, negative = inhibition, hits mostly inhibitors. AID 1468. 280,000 compounds, 0.39% hits. P10636; further: on the % scale 0 is the no-effect control and ±100 the full control effect; nearly all actives have a fitted effect of over 55% in size
Target sequence (P10636 561-689 P618L limits assumed): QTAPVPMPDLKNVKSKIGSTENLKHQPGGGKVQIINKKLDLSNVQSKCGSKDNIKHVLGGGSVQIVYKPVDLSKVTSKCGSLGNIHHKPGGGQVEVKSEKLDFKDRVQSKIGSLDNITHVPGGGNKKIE
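Compound effects on tau fibrillization are measured by Alexa 594 fluorescence polarization (ex 555, em 632 nm). K18 P301L tau is used at 15 uM with 0.24 uM labeled tracer, and 20 uM heparin induces aggregation over 6 hr at 37 C.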
Tau ThT inhib = tau fibrillization inhibition (ThT binding); AID 1460; P10636; 270,000 compounds, 2.1% hits; recombinant tau K18 P301L (four-repeat tau fragment), heparin-induced fibrillization, ThT fluorescence; Potency, µM (top dose mostly 57.4 µM), without a hit: at the top dose activity, negative = inhibition, hits mostly inhibitors; further: on the % scale 0 is the no-effect control and ±100 the full control effect; nearly all actives have a fitted effect of over 55% in size
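Heparin-induced fibrillization of the P301L-mutant K18 repeat-domain fragment of human tau was followed by ThT binding in quantitative high-throughput format.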
ALDH1A1 inh = inhibitors of human aldehyde dehydrogenase 1A1; P00352; Purified ALDH1A1, NADH fluorescence, propionaldehyde substrate; Potency, µM (highest dose often 75.3 µM), without a hit: at the top dose activity, negative = inhibition, most hits filed as inhibitors; 220,000 compounds, 7.3% hits; AID 1030; active means well fitted inhibition curve with a large enough effect, not every such curve was filed as active; inconclusive means small, poorly fitted or top-dose-only effect, or another doubt; inactive means no such curve, though single readings can be large or run the other way;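 further: plate controls were no enzyme wells and a reference inhibitor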
Target sequence (P00352 whole entry, looked up): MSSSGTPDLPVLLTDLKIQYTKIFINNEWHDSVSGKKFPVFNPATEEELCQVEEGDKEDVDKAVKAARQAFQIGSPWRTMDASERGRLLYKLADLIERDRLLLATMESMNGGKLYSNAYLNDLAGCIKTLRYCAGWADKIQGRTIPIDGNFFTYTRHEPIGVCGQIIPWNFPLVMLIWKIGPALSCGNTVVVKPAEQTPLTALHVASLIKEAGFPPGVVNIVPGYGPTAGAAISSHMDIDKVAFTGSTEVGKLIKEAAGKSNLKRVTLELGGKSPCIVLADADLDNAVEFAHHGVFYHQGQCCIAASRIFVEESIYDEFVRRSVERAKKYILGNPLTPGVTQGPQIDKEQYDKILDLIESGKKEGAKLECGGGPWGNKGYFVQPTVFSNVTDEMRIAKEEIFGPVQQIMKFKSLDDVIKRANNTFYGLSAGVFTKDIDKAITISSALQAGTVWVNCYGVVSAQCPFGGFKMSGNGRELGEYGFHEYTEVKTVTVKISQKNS
An asterisk follows results filed as active; u = inconclusive; x = no result given; & = joins results of further samples; [ ] = dose if it differs, or a comment. Unless noted, the call rests on the fitted dose curve; in most records, active means well fitted curve in the direction sought with a large enough effect; inconclusive means small, poorly fitted or top-dose-only effect, or another doubt; inactive means no such curve, though single readings can be large; an effect the other way counts as inactive or inconclusive. Potency means the concentration at half of the fitted maximal effect. This is a subset. The share of hits here may be higher or lower than overall.

SMILES	Tau fluor counter	SMN2 splice up	JMJD2E inh	HttQ103 aggreg	HTT ATP protect	Tau fibril FP	Tau ThT inhib	ALDH1A1 inh
COCCN1Cc2cccc(C(=O)Nc3ccc(C)c(F)c3)c2C1=O	-24%	3%	x	x	x	-4%	-10%	x
CC(C)CCc1c(O)nc(SCC(C)C)[nH]c1=O	-4%	x	-3%	6%[9.22 µM]	9%[10 µM]	-6%	-6%	9%
CC1(C)CC(=O)C2=C(C1)N(c1cccc(Cl)c1)C(=O)NC2(C(F)(F)F)C(F)(F)F	-3%	-4%	2%	u	27%[10 µM]	-2%	-2%	-17%
Cc1nc(N)sc1N=Nc1c(C)n(C)n(-c2ccccc2)c1=O	9%	x	-9%	16%[9.22 µM]	3%[10 µM]	3%	u	x
Cc1nc2sc(-c3ccccc3)cc2c(=O)n1/N=C/N(C)C	-2%	11µM*	-4%	-21%	-15%	7%	u	u
COc1ccc(C2c3cc(OC)c(OC)cc3CCN2S(C)(=O)=O)cc1OC (stereo unspecified)	-7%	-4%	-2%	-28%	-109%[inhibitor]	-2%	-1%	14%
CCS(=O)(=O)NCc1csc(-c2ccccc2)n1	6%	20%	6%	-19%	17%[10 µM]	2%	3%	4%
Cc1ccc(NC(=S)c2nc3ccccc3[nH]2)c(C)c1	u	5.6µM*	u	u	-24%[10 µM]	2%	u	u
O=C(NCc1nc(-c2ccc(C(F)(F)F)cc2)no1)c1cccs1	u	x	7%	16%[9.22 µM]	-14%[10 µM]	2%	x	x
O=C(NN=C1c2ccccc2-c2ccccc21)c1ccccc1Br	4%	-23%	-3%	12%	3%	-1%	7%	-25%
Cc1noc(C)c1S(=O)(=O)N(CC(=O)N1CCCCCC1)c1ccc(C(C)C)cc1	-5%	-5%	-4%	21%	14%	7%	-8%	u
CCOC(=O)/C(C#N)=C1\SS/C(=C(/C#N)C(=O)OCC)S1	-29%	x	u	-9%[9.22 µM]	4%[10 µM]	6.3µM*	2.8µM*	x
CN(c1ccc(C(=O)N2CCN(Cc3ccc4c(c3)OCO4)CC2)cc1)S(=O)(=O)c1ccccc1	-8%	-69%[inhibitor]	-5%	u	-5%	3%	-11%	8%
CCCc1[nH]nc2c1C(c1ccsc1)C(C#N)=C(N)O2 (stereo unspecified)	3%	2%	-24%	x	x	-2%	-10%	-12%
Cc1c(C=O)c(Cl)n(C)c(=O)c1C#N	-2%	-1%	20µM*	6%	-42%[inhibitor]	-8%	u	-9%
CCOc1cc(/C=C(\C#N)C(=O)NCC2CCCO2)ccc1O (stereo unspecified)	-9%&-4%	-1%&-5%	-7%	-7%	2%[10 µM]	-8%&7%	u	28µM*
Cc1ccc(/C=c2\sc3nc(-c4cccnc4)nn3c2=O)cc1	-9%	17%	3%	3%	-3%	0%	u	-3%
Cc1cc(C)cc(N2C(=O)CSC2c2cccs2)c1 (stereo unspecified)	-9%	21%	2%	6%	-1%	-6%	-4%	4%
O=C(Cc1ccccc1)Nn1cnc2ccccc21	4%	-9%	-18%	5%	-10%[10 µM]	-5%	1%	-2%
CC1CC(C)CN(c2cc(=O)n(Cc3ccc(F)cc3)c(=O)[nH]2)C1 (stereo unspecified)	10%	-18%	2%	-15%	-4%[10 µM]	2%	3%	u
CCC(=O)NCCc1c[nH]c2ccccc12	-3%	-3%	-7%	4%	8%	-4%	-6%	6%
CC1=C(C(=O)Nc2ccc(Cl)cc2)C(c2ccncc2)C(C#N)=C(SCC(N)=O)N1 (stereo unspecified)	1%	-2%	-9%	5%	-8%	3%	10%	u
CCOc1ccc(CNC(=O)C2CCN(S(=O)(=O)CC)CC2)cc1OC	3%	3%	3%	0%	1%	1%	-3%	-4%
COc1ccc(CCNC(=O)C(NS(=O)(=O)c2ccc3c(c2)CCN3C(C)=O)C(C)C)cc1OC (stereo unspecified)	2%	-35%[inhibitor]	7%	4%	-6%	4%	-1%	-3%
CNc1oc(C)nc1S(=O)(=O)c1ccc(C)cc1	-9%	1%	u	-5%	-13%	-16%	u	u
CC(C)NC(=O)c1cc(-c2ccco2)nn1-c1ccc(Cl)cc1	-16%	0%	-26%	-12%	-7%	0%	u	28µM*
O=C(NC1CCN(Cc2ccccc2)CC1)c1ccc(Cn2c(=O)c3ccccc3n(Cc3ccc(F)cc3)c2=O)cc1	-12%	5%	x	x	x	-2%	3%	x
COC(=O)c1c(C)nn(-c2ccc(OC(F)(F)F)cc2)c1-c1snnc1C	-14%	x	2%	-15%[9.22 µM]	3%[10 µM]	-7%	-8%	17%
COc1ccc(OC2C(=O)N(c3cc(C)ccc3C)C2c2ccc(OC)c(OC)c2)cc1 (stereo unspecified)	-19%	-14%	-3%	-9%	5%[10 µM]	0%	-9%	-10%
O=C(Nc1ccc(F)cc1)c1nn(-c2ccccc2)c(=O)cc1Cl	-10%	x	-1%	-3%[9.22 µM]	-208%[inhibitor]	-9%	-18%	u
COc1ccc(CCn2nnnc2CN2CCN(C(=O)c3ccco3)CC2)cc1OC	-9%	x	6%	11%[9.22 µM]	26%[10 µM]	-1%	-8%	2%
COc1ccccc1N1C(=O)C2C3C=CC(C3)C2C1=O (stereo unspecified)	-3%	5%	-2%	6%	21%[10 µM]	4%	-11%	-5%
CCOc1ccc(N2C(=O)CC(Sc3n[nH]c(-c4ccccc4)n3)C2=O)cc1 (stereo unspecified)	1%	x	-21%	2%[9.22 µM]	11%[10 µM]	0%	u	0.45µM*
CCOc1ccc(C(=O)Nc2cc(-c3nc4ccccc4[nH]3)ccc2C)cc1[N+](=O)[O-]	u	-20%	3%	-21%	-44%[inhibitor]	u	-11%	u
COC(=O)CN1C(=O)C2(C(C#N)=C(N)Oc3cc(C)oc(=O)c32)c2ccccc21 (stereo unspecified)	-12%	-7%	2%	8%	-136%[inhibitor]	-2%	-17%	6.3µM*
O=[N+]([O-])c1ccc2nc(SCc3cn4ccccc4n3)[nH]c2c1	-4%	7%	-7%	-1%	-6%[10 µM]	-8%	u	1%
O=C(CCN1CCc2ccccc2C(c2ccccc2)C1)c1ccc2c(c1)OCCO2 (stereo unspecified)	4%	3%	0%	u	-91%[inhibitor]	u	-14%	0.14µM*
CC(C)c1cc(C(=O)Nc2cc(Cl)ccc2O)no1	u	13µM*	1%	u	0%	u	-22%	3%
COc1ccc(Cl)cc1C(=O)Nc1cc(=O)n(C)c(=O)n1C	9%	x	13%	7%[9.22 µM]	28%[10 µM]	2%	u	x
COc1nc(NC2CCCCC2)nc(N2CCCCCC2)n1	-5%	-56%[inhibitor]	-6%	u	2%[10 µM]	7%	-20%	-11%
Cc1cc(=O)n(C)c(=O)n1CCCCCCOc1cccc([N+](=O)[O-])c1	-5%	5%[1.84 µM]	-3%	14%	3%[10 µM]	0%	2%	1%
O=C(Cc1ccccc1)NC(NCCc1ccccc1)C(Cl)(Cl)Cl (stereo unspecified)	-9%	-22%	-2%	-24%	-17%	0%	-3%	-1%
O=c1c2ccccc2nc(COc2ccccc2)n1/N=C/c1ccco1	-16%	-15%	-10%	-13%[9.22 µM]	-27%	1%	u	u
Cc1ccc(OCC(=O)N/N=C2/SCC(=O)N2Cc2ccccc2)cc1	-4%	-16%	3%	-3%	23%[10 µM]	-2%	2%	12%
O=C(CSc1nc(O)c(Cc2ccccc2F)c(=O)[nH]1)N1CCCCCC1	-16%	5%	3%	u	-12%	-19%	u	-13%
CC1(C)C2CCC1(C)C(OC(=O)CCn1ccnc1)C2 (stereo unspecified)	-5%	28%	6%	-22%	-1%[0.074 µM]	1%	-10%	u
O=C(NNC(=O)c1cc2cc3ccccc3nc2s1)c1cccc(C(F)(F)F)c1	-8%	10%	u	12%	10%	0%	u	u
O=c1[nH]c(-c2ccccc2Cl)nc2c1sc(=S)n2-c1ccccc1	4%	-12%	-25%	3%	10%[10 µM]	2%	1%	u

Of the compounds above, these contain a nitro group on carbon:
SMILES	Tau fluor counter	SMN2 splice up	JMJD2E inh	HttQ103 aggreg	HTT ATP protect	Tau fibril FP	Tau ThT inhib	ALDH1A1 inh
CCOc1ccc(C(=O)Nc2cc(-c3nc4ccccc4[nH]3)ccc2C)cc1[N+](=O)[O-]	u	-20%	3%	-21%	-44%[inhibitor]	u	-11%	u
O=[N+]([O-])c1ccc2nc(SCc3cn4ccccc4n3)[nH]c2c1	-4%	7%	-7%	-1%	-6%[10 µM]	-8%	u	1%
Cc1cc(=O)n(C)c(=O)n1CCCCCCOc1cccc([N+](=O)[O-])c1	-5%	5%[1.84 µM]	-3%	14%	3%[10 µM]	0%	2%	1%

(continued)
SMILES	Tau fluor counter	SMN2 splice up	JMJD2E inh	HttQ103 aggreg	HTT ATP protect	Tau fibril FP	Tau ThT inhib	ALDH1A1 inh
O=C(NNc1ccc([N+](=O)[O-])cc1)C1CC1c1ccccc1 (stereo unspecified)	-19%	-29%	9%	5%	x	6%	u	10µM*
Cc1cc(C#N)c(C)n1-c1cc(C(F)(F)F)ccc1N1CCOCC1	-8%	-31%[inhibitor]	2%	-6%	4%[10 µM]	-3%	-5%	1%
COc1ccc(CC(=O)NNC(=O)COc2ccc(Br)cc2C)cc1OC	-6%	-14%	-2%	2%	x	-6%	-2%	9%
Cc1nn(-c2ccccc2)c(Oc2ccccc2)c1C=O	0%	-22%	3%	-5%	u	-4%	-2%	-5%
CS/C(N)=N/S(=O)(=O)c1ccc(NC(C)=O)cc1	-1%	x	1%	-15%[9.22 µM]	-21%[10 µM]	-1%	-1%	x
O=C(CN1CCN(c2ccccc2F)CC1)Nc1nnc(C(F)(F)F)s1	5%	0%	-10%	2%	24%	-6%	7%	-6%
CCOC(=O)N/N=C/c1ccc(F)cc1	-9%	11%	7%	0%	-14%	-6%	-1%	8%
Cc1ccc(CSCCNC(=O)CN2C(=O)c3ccccc3S2(=O)=O)cc1	0%	3%	-2%	14%	-19%[10 µM]	-10%	-2%	-12%
Cc1cc(C)c(NC(=O)/C=C\C(=O)O)c([N+](=O)[O-])c1	-3%	-12%	-4%	6%	3%	-5%	-23%	10µM*
COc1ccc(CCNC(=O)C2CCN(C(=O)c3cccs3)CC2)cc1	-11%	-12%	4%	-27%	-24%	-4%	-7%	0.4µM*
CC(=O)Nc1ccc2c(c1)nc(CCN1CCC(C)CC1)n2C	-12%	3%	u	-5%	-22%	3%	-9%	u

Screens as filed in PubChem BioAssay.
